Compound activity as filed in PubChem.
Tau fluor counter = counter-screen for tau fibril formation inhibitors | tau K18 P301L Alexa594 fluorescence, heparin fibrillization | Potency, µM (series often up to 57.7 µM), inactives show at the top dose activity change, negative = decrease | 280,000 tested, 0.93% active; also: % is scaled to controls: 0 for no effect and ±100 for the full control effect; nearly all actives have a fitted effect of over 55% in size
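Human K18 P301L tau (15 uM unlabeled plus 0.24 uM Alexa 594-labeled, final) in 100 mM sodium acetate pH 7 was mixed with compound and 20 uM heparin and incubated 6 hr at 37 C.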
HttQ103 aggreg = inhibitors of mutant huntingtin aggregate formation in PC12 cells; PC12 HttQ103-GFP aggregates, Acumen cytometry, 40 h; Potency, µM (series often up to 46.1 µM), inactives show top-dose activity change, negative = inhibition, most hits filed as inhibitors; 220,000 tested, 1.1% active; also: % is scaled to controls: 0 for no effect and ±100 for the full control effect; nearly all actives have a fitted effect of over 60% in size
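Steps: seed 1500 PC12 HTTQ103-GFP cells/well; add tebufenozide, 100 nM final; add compound titration; add ATPLite reagent; quantify GFP aggregates by laser scanning cytometry.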
Tau fibril ThT = blocks human tau fibril formation measured by thioflavin T; P10636; recombinant tau K18 P301L (four-repeat tau fragment), heparin-induced fibrillization, ThT fluorescence; Potency, µM (doses to about 57.4 µM), for inactives: at the highest dose activity, negative = inhibition, most hits filed as inhibitors; 270,000 tested, 2.1% active; AID 1460; also: % is scaled to controls: 0 for no effect and ±100 for the full control effect; nearly all actives have a fitted effect of over 55% in size
Target sequence (P10636 561-689 P618L limits assumed): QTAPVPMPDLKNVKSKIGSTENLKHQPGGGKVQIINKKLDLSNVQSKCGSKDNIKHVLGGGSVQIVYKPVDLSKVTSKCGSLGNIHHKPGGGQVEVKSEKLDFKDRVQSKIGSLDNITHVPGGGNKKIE
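K18 P301L tau (15 uM + 0.24 uM Alexa 594-tagged), heparin 20 uM, NaOAc pH 7, 6 h 37 C; ThT 30 uM, 1 h RT, ex 450/em 510 nm.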
JMJD2E inh = inhibitors of human JMJD2E histone demethylase; Potency, µM (titrated, usually from 57.1 µM), inactives show at the top dose activity change, negative = inhibition, actives largely listed as inhibitors; 230,000 tested, 1.6% active; B2RXH2; AID 2147; JMJD2E catalytic domain, FDH-coupled NADH fluorescence (FDH is formaldehyde dehydrogenase); active = well fitted inhibition curve with a large enough effect, not every such curve was filed as active; inconclusive = small, poorly fitted or top-dose-only effect, or another doubt; inactive = no such curve, though single readings can be large or run the other way;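 also: 0% = wells with enzyme and -100% = buffer wells without enzyme; nearly all actives have a fitted effect of over 50% in size; many of its hits are not listed in these tables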
Target sequence (B2RXH2 1-337 limits assumed): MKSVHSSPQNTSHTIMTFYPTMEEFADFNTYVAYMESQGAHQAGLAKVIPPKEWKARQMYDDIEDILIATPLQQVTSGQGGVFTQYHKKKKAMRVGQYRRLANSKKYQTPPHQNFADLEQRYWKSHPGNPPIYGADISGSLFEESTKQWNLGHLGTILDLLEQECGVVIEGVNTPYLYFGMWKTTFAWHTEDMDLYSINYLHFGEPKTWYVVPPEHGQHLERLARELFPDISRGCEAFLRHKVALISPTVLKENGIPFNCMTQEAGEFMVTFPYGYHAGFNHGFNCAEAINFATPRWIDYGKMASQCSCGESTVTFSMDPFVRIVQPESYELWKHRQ
Tau FP inhib = tau fibrillization inhibition (FP) | P10636 | K18 P301L tau heparin fibrillization, Alexa594 FP, 6 h | Potency, µM (doses to about 57.7 µM), for inactives: top-dose activity, negative = inhibition, usual class: inhibitors | 280,000 tested, 0.39% active | AID 1468; also: % is scaled to controls: 0 for no effect and ±100 for the full control effect; nearly all actives have a fitted effect of over 55% in size
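Quantitative HTS format: compounds meet 15 uM recombinant K18 P301L tau and Alexa 594-tau tracer in 100 mM sodium acetate pH 7; 20 uM heparin triggers fibrillization at 37 C over 6 hr; FP gives the signal.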
ALDH1A1 block = blocks purified human ALDH1A1 activity | P00352 | Purified ALDH1A1, NADH fluorescence, propionaldehyde substrate | Potency, µM (series often up to 75.3 µM), for the others: top-dose activity, negative = inhibition, actives largely listed as inhibitors | 220,000 tested, 7.3% active | AID 1030; active = well fitted inhibition curve with a large enough effect, not every such curve was filed as active; inconclusive = small, poorly fitted or top-dose-only effect, or another doubt; inactive = no such curve, though single readings can be large or run the other way;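 also: plate controls were no enzyme wells and a reference inhibitor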
Target sequence (P00352 whole entry, looked up): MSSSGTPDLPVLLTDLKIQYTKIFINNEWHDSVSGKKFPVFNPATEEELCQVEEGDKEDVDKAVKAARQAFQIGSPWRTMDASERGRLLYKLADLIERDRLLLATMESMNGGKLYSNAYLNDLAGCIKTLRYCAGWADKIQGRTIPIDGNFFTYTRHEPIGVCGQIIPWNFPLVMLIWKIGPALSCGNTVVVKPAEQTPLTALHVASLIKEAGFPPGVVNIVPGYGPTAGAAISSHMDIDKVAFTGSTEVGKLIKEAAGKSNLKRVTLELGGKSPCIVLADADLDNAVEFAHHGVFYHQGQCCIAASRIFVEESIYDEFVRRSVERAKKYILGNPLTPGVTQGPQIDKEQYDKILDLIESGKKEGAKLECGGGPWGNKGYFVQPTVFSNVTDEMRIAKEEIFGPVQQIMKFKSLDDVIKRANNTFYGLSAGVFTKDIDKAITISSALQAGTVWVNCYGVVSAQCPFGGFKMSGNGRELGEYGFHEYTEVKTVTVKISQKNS
HTT ATP protect = Huntington cell model cytoprotection by ATP luminescence | PC12 HTT-Q103 induced, cytoprotection, ATP luminescence, 40 h | Potency, µM (top dose mostly 56.4 µM), inactives show cytoprotection (ATP increase), hits mostly activators | 230,000 tested, 0.14% active | AID 1471;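 also: % of control where 0% means no effect; nearly all actives have a fitted effect of over 45% in size; toxic huntingtin expression switched on by the ecdysone agonist tebufenozide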
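Compounds added alongside 100 nM tebufenozide, which induces toxic Q103 huntingtin exon 1-GFP in stable PC12 cells; surviving cells quantified by luminescent ATP measurement. Medium: phenol red-free DMEM, 5% equine and 5% calf serum.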
SMN2 splice enh = increases expression of the SMN2 splice variant | HEK293 SMN2-luciferase splicing reporter, luminescence, 30-36 h | Potency, µM (doses to about 46.1 µM), for inactives: at the top dose activity change, positive = activation, actives largely listed as activators | 210,000 tested, 2.8% active | AID 1458; also: % of control where 0% means no effect; nearly all actives have a fitted effect of over 55% in size
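HEK293 cells carry an SMN2 […]–luciferase reporter in which exon 7 inclusion puts luciferase in frame. Cells were plated 10-12 h before compound addition, then incubated 30-36 h at 37C. ONE-Glo luminescence was read; sodium butyrate at 4.5 mM final served as control.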
* = called active by the depositor; ? = inconclusive; nt = not tested or not shown; & = joins results of further samples; [ ] = remark or other dose. Unless noted, calls follow the shape of the dose curve; as a rule, active = well fitted curve in the direction sought with a large enough effect; inconclusive = small, poorly fitted or top-dose-only effect, or another doubt; inactive = no such curve, though single readings can be large; an effect the other way counts as inactive or inconclusive. Potency is read from the fitted curve at half-maximal effect.

canonical_smiles	Tau fluor counter	HttQ103 aggreg	Tau fibril ThT	JMJD2E inh	Tau FP inhib	ALDH1A1 block	HTT ATP protect	SMN2 splice enh
COc1ccc(C(=O)Nc2c(N)nc(SCC(=O)N3CCCCCC3)[nH]c2=O)cc1OC	3.4%	16.9%	2.7%	-2.8%	4.4%	5.0%	9.3%[10 µM]	21.7%
CCCC(=O)NC(Nc1cc(C(F)(F)F)ccc1Cl)C(Cl)(Cl)Cl (stereo unspecified)	-4.1%	8.3%	-8.8%	1.0%	-2.0%	6.4%	-9.3%	nt
Oc1nc(-c2ccc(Cl)cc2)n2ccncc12	-13.8%	0.6%	?	?	-5.1%	1.8%	-8.5%	-1.4%
COc1ccccc1C/C(N)=N/OC(=O)COc1ccccc1C	-27.5%	nt	?	-1.2%	-7.5%	nt	nt	nt
Cc1cc(NC(=O)c2oc3ccccc3c2C)ccc1-n1cnnn1	?	-6.4%	-20.7%	?	?	?	-47.1%[inhibitor][10 µM]	-10.4%
COc1ccc(Cc2nc(-c3ccc(-n4cccc4)cc3)no2)cc1OC	-2.0%	18.5%	-6.0%	3.3%	0.5%	?	21.1%[10 µM]	-101.8%[inhibitor]
CCCOc1ccc(N2CC(C(=O)Nc3cccc(Cl)c3Cl)CC2=O)cc1 (stereo unspecified)	-12.1%	nt	?	nt	-10.9%	nt	nt	12.5%
CCN(CC)S(=O)(=O)c1ccc2c(c1)N(CC(=O)NCc1ccco1)C(=O)CO2	3.9%	-28.1%[9.22 µM]	nt	6.5%	-5.3%	nt	-3.6%[10 µM]	nt
CCC1(CC)NC(=O)N(CC(=O)OCC(=O)Nc2cc(C)ccc2C)C1=O	-10.1%	-5.5%	-12.6%	-0.8%	-5.3%	0.4%	0.6%[4.97 µM]	-2.5%
CCCCC(=O)NNC(=S)NC(=O)c1cccc([N+](=O)[O-])c1	3.2%	6.2%	3.3%	2.2%	2.2%	1.78µM*	4.8%	-51.8%[inhibitor]
Cc1ccc(-c2nnn(CC(=O)N(C)C3CCCCC3)n2)o1	0.3%	nt	-3.9%	1.3%	-1.7%	0.9%	nt	10.5%
O=C(NCc1ccccc1)OCCN1CCN(Cc2ccccc2)CCC1=O	-4.6%[81.3 µM]	-6.6%	-8.4%[81.4 µM]	0.4%	11.4%[81.3 µM]	-11.4%&-3.5%	nt	-12.4%
CS(=O)(=O)n1nc(-c2cccnc2)nc1NCc1ccccc1	3.0%	15.0%[9.22 µM]	3.5%	16.4%	-0.1%	-10.5%	-43.0%	8.8%
O=C(Cc1cccs1)Nc1ccc(N2CCOCC2)cc1	-17.3%	8.1%	?	5.3%	-16.9%	-0.2%	-21.3%	?
C=C(C)CNC(=S)N/N=C/c1ccccc1OCC(=O)O	11.9%	-8.6%	5.6%	?	-0.1%	?	nt	4.4%
COC(=O)Cc1ccc(NC(=O)c2ccccc2Cl)cc1	-6.5%	-13.0%[9.22 µM]	-8.7%	10.0%	-1.1%	6.1%	-150.1%[inhibitor]	22.8%
Cc1cccc(C)c1NC(=O)Cn1c(=O)n(Cc2ccccc2Cl)c(=O)c2cccnc21	8.0%	nt	12.4%	nt	-12.5%	nt	nt	14.9%
COc1ccc(C2C(C(N)=O)=C(C)Nc3ncnn32)cc1 (stereo unspecified)	-6.3%	1.7%	-3.7%	-3.2%	0.0%	7.1%	-0.2%	1.4%
CSc1nc(C)c(CCOC(=O)c2cccc(Cl)c2)c(=O)[nH]1	-0.5%	-13.8%	-9.0%	1.0%	-5.0%	1.9%	-8.2%	-5.6%
N=C(c1ccc([N+](=O)[O-])cc1)N1CCCCCC1	-2.4%	24.5%	-4.4%	1.5%	0.0%	2.3%	18.5%	-10.4%
N#Cc1cc(N2CCCCC2)c([N+](=O)[O-])cc1C#N	-21.9%	?	?	-5.0%	6.4%	?	16.7%[10 µM]	-22.5%
Cc1cccc(C)c1NC(=O)/C(C#N)=C/c1cccs1	-3.5%	-1.0%	-7.4%	2.1%	-1.5%	-5.7%	-8.3%	-5.6%
COCCOC(=O)C1=C(C)NC2=C(C(=O)CC(c3cccs3)C2)C1c1ccsc1 (stereo unspecified)	-15.3%	18.0%	-9.5%	?	-0.7%	?	1.9%	-2.6%
CCOC(=O)C(NC(=O)c1ccccc1)(Nc1cccc(C)n1)C(F)(F)F (stereo unspecified)	-5.5%	0.7%	-7.7%	-29.1%	-8.5%	0.9%	-19.8%	-6.9%
c1ccc(-c2nc(N3CCNCC3)nc3ccccc23)cc1	-5.5%	10.1%	-3.2%	4.5%	2.1%	?	11.3%[10 µM]	12.4%
CCOc1ccc(Oc2ccc(Cl)cc2NC(=O)CCNC(C)=O)cc1	-18.0%	-3.4%	-4.2%	-0.2%	?	?	-20.2%	-34.1%[inhibitor]
CCOc1cc(C(=O)Nc2cc(C)ccn2)cc(OCC)c1OCC	1.5%	-18.3%	-1.2%	10.2%	9.9%	9.3%	-8.5%	-6.1%
COc1cc(C(=O)N2CCC(c3nc(-c4cccnc4)no3)CC2)cc(OC)c1OC	9.4%	?	5.1%	4.4%	-0.5%	4.9%	-32.4%[inhibitor][10 µM]	0.9%
O=[N+]([O-])c1cccc(/C=N/Nc2nc(NCc3ccccc3)nc(N3CCOCC3)n2)c1	-9.6%	21.0%	-5.2%	7.7%	-10.1%	11.5%	3.1%[10 µM]	11.9%
Cc1nn(C(=O)CNS(=O)(=O)c2ccccc2)c(C)c1Sc1ccc(Cl)cc1	-3.5%	12.5%	-13.2%	-1.7%	5.4%	-6.8%	-7.0%[10 µM]	-8.6%
CC(=O)OC1CCC2(C)C(=CC=C3C2CCC2(C)C3CCC2C(C)/C=C/C(C)C(C)C)C1(C)C (stereo unspecified)	-2.3%	nt	-4.4%	1.4%	12.6%	7.4%	25.5%	1.5%
COc1ccc(CNC(=O)Cc2c(C)c3ccc(O)cc3oc2=O)cc1	4.4%	nt	13.5%	nt	?	nt	nt	-1.4%
Cc1ccc(C(=O)NNc2ncnc3ccccc23)cc1	-5.1%	-15.0%[9.22 µM]	nt	-29.7%	12.3%	nt	-41.5%[10 µM]	nt
O=C(COc1ccc(Br)cc1)N/N=C1\SCC(=O)N1c1ccc(F)cc1	-18.4%	0.6%	-9.0%	-4.4%	-4.7%	-4.2%	0.8%[10 µM]	-8.8%
CCN1C(=O)C2(/C(=C(\O)c3ccc4c(c3)OCCO4)C(=O)C(=O)N2CCCOC)c2ccccc21 (stereo unspecified)	-4.1%	-0.4%	-7.8%	-13.9%	-7.0%	2.9%	-9.0%	nt
COc1cccc(-c2nn(-c3ccccc3)cc2C(=O)n2nnc3ccccc32)c1	-12.7%	8.0%	-18.1%	7.4%	0.3%	7.6%	-14.6%	-6.3%
O=C(N/N=C/c1ccccn1)C(=O)N1CCCCCC1	6.7%	-6.2%[9.22 µM]	2.1%	?	-7.6%	nt	16.8%[10 µM]	nt
CCN(CC)c1ccc(/C=N/NC(=O)c2ccoc2C)cc1	?	-7.4%[9.22 µM]	10µM*	?	-2.7%	nt	-17.0%[10 µM]	nt
O=C(c1ccc(Cl)cc1)[C@@H]1[C@@H]2C(=O)N(c3ccc(Cl)cc3)C(=O)[C@@H]2C2c3ccccc3C=NN21 (stereo partly specified)	-2.5%	26.8%	-1.8%	-5.9%	-4.4%	?	-6.3%[10 µM]	-7.4%
Cc1ccc(Oc2nc(-c3ccccn3)nc3ccccc23)cc1	-25.2%	26.4%[9.22 µM]	?	8.4%	-16.1%	nt	20.7%[10 µM]	nt
CCOC(=O)C1(Cc2ccccc2)CCN(Cc2cccc3nccnc23)CC1	-15.2%	-2.7%[9.22 µM]	-13.2%	-13.3%	-5.0%	-6.5%	12.4%[10 µM]	nt
CCCCc1n[nH]c2c1/C(=N/O)CC(c1ccccc1)C2 (stereo unspecified)	-2.7%	?	-0.2%	6.6%	4.2%	-2.2%	-29.5%[10 µM]	-3.1%
CCOc1ccc(OCCCCn2cnc3ccccc3c2=O)cc1	-9.0%	16.5%	-10.3%	4.7%	4.4%	8.6%	-22.2%	-10.9%
O=C(CCn1c(=O)c2sccc2n(Cc2ccc(F)cc2)c1=O)NCc1ccc2c(c1)OCO2	-11.4%	nt	-9.0%	nt	-3.9%	nt	nt	5.4%
O=C(Cc1ccccc1)Nc1ccc(C(=O)O)cc1	0.8%	-6.4%	7.4%	7.1%	2.6%	6.1%	-13.3%[10 µM]	5.8%
CCc1ccc(C2C(C#N)=C(N)Oc3n[nH]c(CC(=O)OC)c32)cc1 (stereo unspecified)	-6.6%	7.9%	-8.5%	3.6%	2.1%	-3.0%	19.4%[10 µM]	5.0%
CCCc1cc(=O)[nH]c(SCC(=O)c2ccc3c(c2)OCCO3)n1	-7.0%	3.3%	-15.9%	-9.8%	-7.3%	-8.1%	3.3%[10 µM]	-11.1%[1.84 µM]
CC(=O)Nc1cc(C(=O)NCc2ccco2)ccc1Sc1ccc(C)cc1	-1.6%	-10.9%	-5.1%	2.5%	-6.1%	-4.5%	-7.2%[10 µM]	5.4%

Given field by field: part of the list above
SMILES: Oc1nc(-c2ccc(Cl)cc2)n2ccncc12
  Tau fluor counter: -13.8%; HttQ103 aggreg: 0.6%; Tau fibril ThT: ?; JMJD2E inh: ?; Tau FP inhib: -5.1%; ALDH1A1 block: 1.8%; HTT ATP protect: -8.5%; SMN2 splice enh: -1.4%
SMILES: COc1cccc(-c2nn(-c3ccccc3)cc2C(=O)n2nnc3ccccc32)c1
  Tau fluor counter: -12.7%; HttQ103 aggreg: 8.0%; Tau fibril ThT: -18.1%; JMJD2E inh: 7.4%; Tau FP inhib: 0.3%; ALDH1A1 block: 7.6%; HTT ATP protect: -14.6%; SMN2 splice enh: -6.3%
SMILES: CCN(CC)S(=O)(=O)c1ccc2c(c1)N(CC(=O)NCc1ccco1)C(=O)CO2
  Tau fluor counter: 3.9%; HttQ103 aggreg: -28.1%[9.22 µM]; Tau fibril ThT: nt; JMJD2E inh: 6.5%; Tau FP inhib: -5.3%; ALDH1A1 block: nt; HTT ATP protect: -3.6%[10 µM]; SMN2 splice enh: nt

These rows are one share of the data; rates above refer to the full screens.
